Assay outcomes as filed in PubChem.
MC4R antag cAMP – human MC4R antagonism in cAMP assay; MC4R-expressing cells, MTII-stimulated cAMP, LANCE TR-FRET; inhibition, % at 6.5 µM; 360,000 compounds, 0.48% hits; AID 540295;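 active = inhibition above its plate's cutoff, the mean of tested wells on that plate plus 3 SD, cut at about 29% in these data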;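 note: 0% = Melanotan II alone and 100% = Melanotan II plus saturating MCL0020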
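Material – human MC4R-expressing U2OS cells · Repeats – no replicates · Detection – TR-FRET with Eu-cAMP and labeled anti-cAMP, 671 nm · Times – compound 30 min, challenge 1 h, detection 1 h · Compound – single nominal compound dose of 6.5 µM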
HTR2A ag – mouse HTR2A agonism via beta-arrestin recruitment | P35363 | CHO-K1 mHTR2A beta-arrestin complementation, luminescence; percent of 30 µM serotonin response | activation, % at 7.6 µM | 360,000 compounds, 0.66% hits;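 active = activation above a run cutoff, the mean activation of all tested compounds plus 3 SD, cut at about 14% in these data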;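 note: 0% = plate median of compound wells and 100% = 30 µM serotonin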
Glyco luc inh – N-linked glycosylation inhibition. D54 ERlucT glycosylation luciferase reporter, 24 h; percent of 100 nM tunicamycin response. reporter increase, % at 12.5 µM. 360,000 compounds, 0.23% hits. AID 588692;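 active = mean luciferase reporter signal, scaled so untreated is 0 and the glycosylation-blocking control 100, at or above a set limit in every replicate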;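 note: luciferase carries N-glycosylation sites so blocking glycosylation raises the light; 0% = median of neutral control wells and 100% = median of 100 nM tunicamycin wells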
H9c2 protect – protects H9c2 cardiomyocytes from peroxide injury. protection from H2O2 cell death, % at 20 µM. H2O2 injury protection, ATPLite, 2 h. AID 588492. 360,000 compounds, 0.63% hits;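 active = compounds giving at least 50% protection of heart cells from peroxide-induced death in the single-dose screen, raw or plate-pattern-corrected value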;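 note: 0% = DMSO wells with peroxide and 100% = DMSO wells without peroxide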
ABHD5-PLIN5 inh – inhibitors of human ABHD5-perilipin-5 interaction | 360,000 compounds, 0.78% hits | Split G. princeps luciferase complementation, luminescence, 4 h | Q00G26+Q8WTS1 | AID 602281 | inhibition, % at 4 µM;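 active = inhibition above the mean inhibition across every tested compound plus 3 SD, cut at about 22% in these data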;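 note: 0% = DMSO only wells and the 100% control is not disclosed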
Exocytosis inh – lytic granule exocytosis inhibition. TALL-104 LAMP-1 surface exposure, flow cytometry; cells stimulated with thapsigargin and PMA. inhibition, % at 10 µM. 360,000 compounds, 0.66% hits. AID 651702;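 active = inhibition above about 55%, limit read from the data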
ABCB6 inh MLPCN – human ABCB6 transporter inhibition; 360,000 compounds, 0.19% hits; fluorescence ratio to DMSO, % at 10 µM; AID 602162; K562-ABCB6 porphyrin accumulation, flow cytometry, 1 h; stronger effect = lower value; Q9NP58;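 active = fluorescence ratio to DMSO below 75%, the collection mean minus 3 SD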;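 note: signal is porphyrin accumulated inside mitochondria; 100% equals median channel fluorescence of DMSO control wells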
Target sequence (Q9NP58 whole entry, looked up): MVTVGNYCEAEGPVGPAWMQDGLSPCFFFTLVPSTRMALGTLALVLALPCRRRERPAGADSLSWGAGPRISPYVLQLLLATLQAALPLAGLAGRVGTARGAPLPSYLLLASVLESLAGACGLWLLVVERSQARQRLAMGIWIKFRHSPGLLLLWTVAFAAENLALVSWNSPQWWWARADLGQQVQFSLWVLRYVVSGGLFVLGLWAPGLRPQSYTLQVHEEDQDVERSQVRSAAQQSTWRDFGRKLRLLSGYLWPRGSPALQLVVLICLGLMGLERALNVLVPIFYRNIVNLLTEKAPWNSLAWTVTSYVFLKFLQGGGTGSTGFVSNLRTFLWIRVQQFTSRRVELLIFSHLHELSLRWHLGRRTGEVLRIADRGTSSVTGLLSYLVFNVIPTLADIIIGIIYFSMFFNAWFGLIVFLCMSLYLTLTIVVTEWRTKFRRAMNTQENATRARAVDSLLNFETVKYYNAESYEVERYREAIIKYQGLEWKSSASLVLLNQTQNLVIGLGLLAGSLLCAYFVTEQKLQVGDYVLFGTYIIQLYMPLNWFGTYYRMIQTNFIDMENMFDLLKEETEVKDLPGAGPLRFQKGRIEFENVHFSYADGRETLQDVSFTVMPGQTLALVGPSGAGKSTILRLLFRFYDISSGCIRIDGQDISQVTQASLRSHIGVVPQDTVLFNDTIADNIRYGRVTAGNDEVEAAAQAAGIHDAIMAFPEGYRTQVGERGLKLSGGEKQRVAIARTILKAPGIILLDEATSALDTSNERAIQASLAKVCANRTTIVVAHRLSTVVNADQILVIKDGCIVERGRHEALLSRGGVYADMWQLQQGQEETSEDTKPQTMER
aDG glyco act – increases alpha dystroglycan glycosylation | 360,000 compounds, 0.22% hits | Pro5-aDG cells, alpha-DG glycosylation AlphaScreen (IIH6); 0% Pro5, 100% B10-LARGE cell signal | AID 624168 | activation, % at 10 µM;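 active = activation of at least 8% versus controls, or a plate z-score of at least 8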;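 note: Pro5 are CHO cells carrying HIG-tagged alpha-DG that lacks glycosylation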
MC4R ag barr – agonists of human melanocortin 4 receptor (MC4R) beta-arrestin | U2OS MC4R beta-arrestin complementation, luminescence; percent of melanotan II response, DMSO zero | activation, % at 8.9 µM | 360,000 compounds, 0.98% hits | P32245;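 active = activation above a per-plate cutoff, the mean activation of sample wells on that plate plus 3 SD, cut at about 8% in these data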
iPSC survival up – enhancers of human iPSC single-cell survival; hiPSC single-cell survival, ATPlite luminescence; 100% = ROCK inhibitor wells, 0% = DMSO; 360,000 compounds, 0.044% hits; survival enhancement, % at 20 µM; in the data active = survival enhancement above about 18%;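 note: cells exposed to compounds for 16 hours before the ATP read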
* = called active by the depositor; · = not tested or not shown.

SMILES	MC4R antag cAMP	HTR2A ag	Glyco luc inh	H9c2 protect	ABHD5-PLIN5 inh	Exocytosis inh	ABCB6 inh MLPCN	aDG glyco act	MC4R ag barr	iPSC survival up
COc1ccccc1N(CN1C(=O)c2ccccc2C1=O)C(=O)c1cccc(C)c1	-3	0	0	6	-8	-3	96	0.0	-1.8	-0.1
O=C(Nc1ccc2c(c1)OCO2)c1ccncc1	4	-3	0	1	-1	1	96	-0.1	-0.8	3.9
COc1ccc2cc(-c3ccsc3)ncc2c1	-5	0	-8	-12	-4	0	95	0.0	-1.1	-2.3
CCCCC(c1nnnn1CC1CCCO1)N1CCN(c2cccc(C)c2C)CC1 (stereo unspecified)	1	-4	-3	-10	-3	-3	103	0.8	-1.8	3.0
O=C(CC1C[C@H](C(=O)N2CCCCC2)[C@@]2(CCc3ccccc3)c3[nH]c4ccccc4c3CCN2C1=O)NCCC1=CCCCC1 (stereo partly specified)	-5	0	11	11	5	-2	89	-0.2	-0.5	-2.1
O=S(=O)(c1ccc(Cl)cc1)N1CCNCC1	-4	-1	2	-3	2	-3	99	0.3	-1.5	0.5
NC(Cc1ccc(Cl)cc1)c1csc(NC(=O)Nc2ccccc2-c2ccccc2)n1 (stereo unspecified)	13	4	-3	-12	0	-8	95	-0.5	19*	-4.9
O=C(Cc1ccc(S(=O)(=O)N2CCCCC2)cc1)NCc1ccc(Cl)cc1	-2	-5	-2	3	0	-3	86	0.0	0.5	-0.4
CCCC(CCC(=O)Nc1ccc(C(=O)OC)cc1)C(=O)O (stereo unspecified)	4	-2	-1	0	5	0	97	-0.1	-0.6	3.4
CCOC(=O)C(C)n1nc(/C=C/c2ccc(OC)cc2)ccc1=O (stereo unspecified)	4	0	-1	-2	5	-2	91	-0.2	0.8	-0.4
CCCn1c(=S)[nH]c2cc(C(=O)N(CCO)Cc3ccccc3)ccc2c1=O	14	-8	1	-4	-7	3	109	0.2	-2.0	0.1
O=C(CC1(O)C(=O)Nc2ccccc21)c1cccnc1 (stereo unspecified)	-3	1	2	-4	1	-1	91	0.2	1.1	-0.6
O=C(O)c1ccc(/C=N/n2cc(-c3ccccc3)[nH]c2=S)cc1	-1	0	2	-4	-9	4	102	0.3	-0.9	-0.3
CCN(C(=O)CO/N=C/c1ccc(OC)cc1OC)c1c(N)n(Cc2ccccc2)c(=O)[nH]c1=O	-1	-5	1	6	-12	0	96	-0.2	-1.4	1.1
Cc1cc(Cl)ccc1OCC(=O)NNC(=O)c1cccnc1	-2	4	-1	-5	5	-2	89	-0.2	-2.5	-0.2
CC(OC(=O)Cn1nnc2ccccc21)C(=O)NC1CCCC1 (stereo unspecified)	10	6	3	1	7	-14	163	-0.2	-0.4	-0.1
CCOc1ncccc1C(=O)OCC(=O)NC(=O)NC(C)C	11	0	1	1	-1	-2	101	-0.2	-0.9	0.7
COc1ccccc1-c1nc(C#N)c(N2CCN(C(=O)c3ccco3)CC2)o1	4	3	-1	18	-5	4	98	0.4	-3.0	1.1
CS(=O)(=O)c1ccc(Cl)c(NC(=O)COc2ccc3c(c2)CCC3)c1	-3	-1	-2	-9	-8	-1	98	0.2	5.6	0.0
O=C(O)c1ccc2c(c1)C(=O)N(c1ccc(Nc3ccccc3)cc1)C2=O	28	3	0	2	-5	0	103	0.1	-1.2	-0.9
COC(=O)c1ccc(CN2CCCCC2)cc1	0	-1	1	4	-1	2	91	0.1	2.6	-0.1
O=C(c1ccco1)N1CCc2[nH]nc(-c3ccccc3)c2C1	3	-4	4	2	10	-11	97	-0.1	-1.1	-0.4
COc1ccc(CCC(=O)OCC(=O)c2c(N)n(CC(C)C)c(=O)n(C)c2=O)cc1	6	17*	3	-14	5	-1	91	6.2	-1.7	0.1
NC(=O)C1CCN(Cc2ccc(OCc3ccccc3)cc2)CC1	1	0	-7	4	-12	9	92	0.2	-0.9	0.7
CCc1nc2ccc(C(=O)N(C)CC(=O)Nc3ccc(F)c(F)c3F)cc2nc1CC	6	-2	2	16	-2	-4	97	0.2	-2.1	0.4

(list continues)
SMILES	MC4R antag cAMP	HTR2A ag	Glyco luc inh	H9c2 protect	ABHD5-PLIN5 inh	Exocytosis inh	ABCB6 inh MLPCN	aDG glyco act	MC4R ag barr	iPSC survival up
CCN1C(=O)CC(C(=O)O)SC1=Nc1ccc(OC)cc1 (stereo unspecified)	-3	0	0	8	0	1	119	-0.3	-1.2	0.2
CC(=O)c1ccc(OCCCC(=O)NC(C)c2ccc(S(N)(=O)=O)cc2)cc1 (stereo unspecified)	2	-2	2	-6	0	-1	100	0.1	0.2	0.7
COc1ccc(Cl)cc1-c1cc(C(=O)Nc2cc(OC)c(OC)c(OC)c2)[nH]n1	30*	-3	6	44	-4	2	95	-0.7	3.6	2.8
FC(F)(F)c1cccc(Nc2cc(-c3ccccc3)nc3ncnn23)c1	7	1	3	7	0	1	100	0.1	-1.9	-0.6
CCCCNC(=S)N(CCO)Cc1cc2cc3c(cc2[nH]c1=O)OCCO3	11	-3	3	7	-6	-6	99	-0.1	-0.3	-0.3
COc1ccc(CN2CCN(S(=O)(=O)c3ccc(NC(C)=O)cc3)CC2)cc1OC	-4	-1	3	0	-7	0	97	0.0	-1.3	-1.4
O=C1Nc2ccc(S(=O)(=O)NCCCO)c3cccc1c23	4	1	3	2	2	-9	103	0.0	0.6	-0.4
CC(C)CNC(=O)C1CCN(Cc2ccc(OCc3ccccc3)cc2)CC1	4	-4	-4	-1	3	2	96	1.1	3.5	-1.5
O=S1(=O)CC(N2CCN(CCO)CC2)CN1Cc1cn(Cc2ccccc2)nn1 (stereo unspecified)	·	5	·	·	-5	-1	94	0.7	·	1.3
CN(C)C(=O)c1ccc(Cl)cc1[N+](=O)[O-]	1	4	4	-2	4	-2	94	-0.1	-2.0	-0.3
O=C(NCc1ccc(-c2csnn2)cc1)c1cc(Cl)cc(Cl)c1	2	-1	0	2	-3	8	102	0.1	13*	-0.3
CN1C(=O)C(O)(C2OC(C)(C)CCC2=O)c2ccccc21 (stereo unspecified)	2	4	3	10	-7	-2	102	0.1	-0.9	-1.2
Cc1c(Cl)c(C(=O)NNC(=S)Nc2ccccc2)nn1C	-7	2	3	-5	-4	-3	87	0.3	-2.3	-3.3
Cc1nnsc1-c1nc2ccccc2n1C(CCc1ccccc1)c1nc2ccccc2[nH]1 (stereo unspecified)	·	-5	·	·	7	10	·	-0.4	·	·
O=C(c1nc2n(n1)C(c1ccc(Cl)cc1)C=C(c1ccccc1)N2)N1CCOCC1 (stereo unspecified)	1	2	-2	25	6	1	95	-0.1	-0.5	-1.8
CN(CC(=O)Nc1ccc(N2CCOCC2)cc1)C(=O)CCc1ccccc1Cl	3	-4	2	-1	0	4	93	-0.1	-2.6	-0.2
O=C(c1ccc(NC(=O)C2(c3ccccc3)CCOCC2)cc1)N1CCOCC1	-4	4	1	0	9	0	90	-0.2	1.5	0.3
COc1ccc(C(C)NC(=O)Nc2ccc(C(C)=O)cc2)cc1OC (stereo unspecified)	12	3	5	-2	-5	-5	102	0.1	-0.3	0.4
COCc1cc(Sc2cccc(Cl)c2Cl)nc(-c2ccccc2)n1	5	-3	-2	-28	-7	6	99	0.2	-1.8	0.0
CCc1nc(SCC(=O)Nc2ccccc2Cl)n[nH]1	5	-3	0	3	2	-8	95	0.0	-1.5	-0.6
Oc1c(Br)cc(Br)cc1CNn1cnnc1	9	3	1	-2	-2	-4	106	-0.2	0.2	-0.2
O=C(Cc1c(F)cccc1Cl)NCc1cccnc1	5	-1	3	12	2	-1	99	0.1	0.0	0.1
CCOc1ccc(CN(C)C(=O)[C@H](Cc2ccccc2)NC(=O)OCc2ccccc2)cc1OC	1	-1	-3	3	5	56*	95	0.2	2.2	0.2
COc1ccccc1NC(=O)C(C)Sc1nccn1C (stereo unspecified)	2	-8	0	10	-9	1	96	-0.1	-2.1	0.8
COCCCNC(=O)C(=O)C1C(=O)Nc2ccccc21 (stereo unspecified)	7	4	1	-3	1	-5	112	0.6	0.0	-2.1

Remaining list, next part
SMILES	MC4R antag cAMP	HTR2A ag	Glyco luc inh	H9c2 protect	ABHD5-PLIN5 inh	Exocytosis inh	ABCB6 inh MLPCN	aDG glyco act	MC4R ag barr	iPSC survival up
COc1ccccc1C(=O)NCCC(=O)Nc1ncccc1C	11	1	1	1	-3	36	93	-0.3	-2.5	0.5
CN(C)c1ccc(/C=C/c2cccc[n+]2[O-])cc1	-9	-3	-3	0	1	-7	97	-0.2	-2.5	2.0
CN(CC(=O)N1CCOCC1)S(=O)(=O)c1cc(Cl)ccc1Cl	15	8	0	-4	4	-1	94	-0.2	-0.1	0.1
CCOC(=O)C1=C(C)N(c2ccc(OC)cc2)C(=O)/C1=C\c1ccc(O)c(OCC)c1	9	-2	3	-6	14	2	102	-0.1	-2.5	1.3
CCN1N=C(c2ccccc2)CCC1=O	3	-1	2	2	-3	-5	96	-0.1	-0.8	-0.7
O=C(NCc1cccnc1)C(=O)NCC1OCCCN1S(=O)(=O)c1ccc(F)cc1 (stereo unspecified)	-7	1	0	0	0	-4	104	-0.2	-1.2	-0.5
Cc1cc(NC(=O)CSc2nc3c(cc2C#N)CCCCC3)no1	21	3	1	-1	4	-5	96	0.1	0.2	-0.4
OCCC1CN(Cc2ccc3cccc(F)c3n2)CCN1Cc1ccccc1 (stereo unspecified)	17	-4	1	1	4	-4	98	0.0	-0.5	0.9
CC(=O)Nc1ccc(C(=O)CSc2nnc(C)o2)cc1	3	-1	-1	-20	-6	20	96	-0.1	0.8	9.1
COC(=O)C1CCCN1S(=O)(=O)c1ccc2ccccc2c1 (stereo unspecified)	-5	4	-5	13	11	1	94	0.1	1.5	-1.7
O=C(CN(Cc1ccco1)C(=O)c1cc(=O)[nH]c2ccccc12)Nc1ccccc1Br	11	-6	0	12	0	-3	93	0.2	-1.8	0.9
COC(=O)c1cc(NC(=O)c2ccc(Cn3cc(Cl)cn3)o2)cc(C(=O)OC)c1	5	-8	-1	25	-6	-2	86	0.1	4.4	-2.2
CCCC(=O)NC1CCCc2c1cnn2-c1ccc(C)c(C)c1 (stereo unspecified)	7	-7	1	-3	2	4	92	0.0	-1.4	0.6
CCC(=O)N/C(N)=N/c1nc(C)c2cc(OC)ccc2n1	-5	-1	1	-8	0	5	102	0.1	-0.3	-0.7
Cc1ccc(S(=O)(=O)n2nc(C)c(Br)c2C)c(C)c1C	3	6	1	-12	-4	4	113	-0.3	-1.5	-0.4
Cc1ccc(/C(N)=N/OC(=O)CSc2ccccc2)cc1	-2	3	3	-3	0	-1	100	-0.3	-1.7	-0.3

Nothing new here: an excerpt of the list.
SMILES	MC4R antag cAMP	HTR2A ag	Glyco luc inh	H9c2 protect	ABHD5-PLIN5 inh	Exocytosis inh	ABCB6 inh MLPCN	aDG glyco act	MC4R ag barr	iPSC survival up
CCC(=O)N/C(N)=N/c1nc(C)c2cc(OC)ccc2n1	-5	-1	1	-8	0	5	102	0.1	-0.3	-0.7
Cc1ccc(S(=O)(=O)n2nc(C)c(Br)c2C)c(C)c1C	3	6	1	-12	-4	4	113	-0.3	-1.5	-0.4
Cc1ccc(/C(N)=N/OC(=O)CSc2ccccc2)cc1	-2	3	3	-3	0	-1	100	-0.3	-1.7	-0.3
